# Assay outcomes deposited in PubChem BioAssay by several laboratories.
# HTRA1 inhibitor – HTRA1 (human) protease inhibition; Q92743; recombinant HTRA1, FP-rhodamine activity-based probe, fluorescence polarization; 0.5% of 340,000 active; inhibition, % at 5.96 µM; in the data active = inhibition above about 36%;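 note: 0% = enzyme with DMSO and 100% = wells lacking enzyme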
# TDP2 inh – blocks human TDP2 phosphodiesterase activity; O95551; recombinant TDP2, T5PNP hydrolysis, p-nitrophenol absorbance 415 nm; inhibition, % at 12.8 µM; 0.34% of 370,000 active; AID 720702;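 active = inhibition above the mean of all tested compounds plus 3 SD, set per campaign, cut at about 25% in these data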;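 note: 0% = DMSO with enzyme and 100% = buffer with substrate but no TDP2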
# Target sequence (O95551 whole entry, looked up): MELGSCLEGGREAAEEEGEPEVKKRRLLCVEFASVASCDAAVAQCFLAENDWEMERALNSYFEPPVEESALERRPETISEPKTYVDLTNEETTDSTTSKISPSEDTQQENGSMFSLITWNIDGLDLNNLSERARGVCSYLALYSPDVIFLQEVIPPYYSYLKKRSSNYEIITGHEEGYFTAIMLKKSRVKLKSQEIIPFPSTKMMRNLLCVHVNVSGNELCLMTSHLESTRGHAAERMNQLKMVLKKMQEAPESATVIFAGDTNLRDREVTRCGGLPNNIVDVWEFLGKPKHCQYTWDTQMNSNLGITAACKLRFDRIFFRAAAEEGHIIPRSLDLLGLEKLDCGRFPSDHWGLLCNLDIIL
#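 System: recombinant human TDP2 / Amount: 120 nM TDP2 per well / Also added: 5 mM T5PNP chromogenic substrate / Doses: 12.8 µM single point, 1% DMSO / Incubation: 2 h at 37 °C / Detection: p-Nitrophenol epi absorbance / Evaluation: % inhibition relative to enzyme-containing and enzyme-free wells / Repeats: singlicate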
# ABHD4 inh – inhibits mouse alpha/beta hydrolase domain 4; Q8VD66; purified mABHD4, FP-Rh probe fluorescence polarization; inhibition, % at 8.92 µM; 0.54% of 370,000 active;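 active = inhibition exceeding the mean over every tested compound plus 3 SD, cut at about 30% in these data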;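 note: 0% = plate median of compound wells and 100% = S159A mutant with DMSO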
# Target sequence (Q8VD66 whole entry, looked up, the tested form may be a part): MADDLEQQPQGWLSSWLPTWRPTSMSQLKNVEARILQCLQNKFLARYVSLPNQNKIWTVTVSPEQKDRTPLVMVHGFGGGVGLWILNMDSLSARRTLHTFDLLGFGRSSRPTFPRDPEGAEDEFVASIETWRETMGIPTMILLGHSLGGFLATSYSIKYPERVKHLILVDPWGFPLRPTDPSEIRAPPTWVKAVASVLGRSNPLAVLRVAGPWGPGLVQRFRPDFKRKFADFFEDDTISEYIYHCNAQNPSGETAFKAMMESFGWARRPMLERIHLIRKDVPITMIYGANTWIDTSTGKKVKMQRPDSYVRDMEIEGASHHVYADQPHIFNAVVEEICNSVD
#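 system = mouse ABHD4 enzyme, wild type | medium = HEPES pH 7.0, NaCl, Pluronic buffer | also added = FP-Rh probe | incubation = Enzyme–compound pre-incubation 45 min, then probe 60 min, both 25 °C | technique = fluorescence polarization, excitation 525 nm, emission 598 nm, BODIPY TMR filters | controls = S159A mutant high control, sample median low control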
# LEDGF integ inh – blocks HIV-1 LEDGF/p75-dependent DNA integration; TR-FRET IN-LEDGF/p75 DNA integration, Eu/Cy5; inhibition, % at 3.7 µM; 0.64% of 370,000 active;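 active = inhibition above the screen-wide mean plus 3 SD, cut at about 13% in these data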;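 note: signal is the Cy5 over europium emission ratio at 671 and 618 nm; 0% = plate median of compound wells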
# Rev-erbA mod – modulates human Rev-erb alpha binding to DNA. P20393. Rev-erbα–FITC-DNA binding, fluorescence polarization, 90 min. activity, % at 10 µM. 0.79% of 370,000 active. AID 1259318;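 active = activity above about 14%, limit read from the data; passing the limit was not always enough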;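 note: 0% = DMSO wells with 35 nM protein and 100% = DMSO wells with 750 nM protein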
# PG9 Ab binder – small molecules binding HIV-1 gp120 antibody PG9. TR-FRET gp120-PG9 antibody binding. inhibition, % at 6.7 µM. 0.43% of 360,000 active; in the data active = inhibition above about 8.5%
# PRMT1 inh – PRMT1 (human) inhibition, primary screen; 1.3% of 370,000 active; Q99873; recombinant PRMT1, activity-based probe fluorescence polarization; AID 652257; inhibition, % at 2.79 µM;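 active = inhibition above about 21% made by adding two undisclosed values, limit read from the data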
# Target sequence (Q99873 whole entry, looked up): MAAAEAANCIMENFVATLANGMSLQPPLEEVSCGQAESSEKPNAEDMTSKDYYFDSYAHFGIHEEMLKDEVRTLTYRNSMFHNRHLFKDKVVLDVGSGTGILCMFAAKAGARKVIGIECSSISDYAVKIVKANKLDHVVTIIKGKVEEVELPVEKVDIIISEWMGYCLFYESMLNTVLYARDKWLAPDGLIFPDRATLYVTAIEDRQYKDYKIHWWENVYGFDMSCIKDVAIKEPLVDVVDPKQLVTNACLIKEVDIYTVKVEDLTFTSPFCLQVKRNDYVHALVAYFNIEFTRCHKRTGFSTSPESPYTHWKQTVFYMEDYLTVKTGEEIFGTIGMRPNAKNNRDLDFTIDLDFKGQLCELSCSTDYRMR
# rCAG binder – binds r(CAG) RNA repeats; 1.3% of 370,000 active; r(CAG) RNA repeat, TO-PRO-1 dye displacement fluorescence; inhibition, % at 3 µM;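 active = inhibition above the plate cutoff, the mean of all test compounds on that plate plus 3 SD, cut at about 35% in these data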;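 note: 0% = DMSO alone and 100% = 100 µM mitoxantrone as full dye displacement; higher means more dye released from RNA so lower well fluorescence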
# TCR CD3 inh – human TCR-CD3 binding inhibition. inhibition, % at 9.4 µM. 0.37% of 360,000 active. TAMRA-labeled TCR probe fluorescence, biochemical. AID 651800; in the data active = inhibition above about 19%;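 note: recombinant mutant TCR 2C K166C tagged with TAMRA read by polarization; 0% = receptor in buffer alone and 100% = receptor with positive control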
# SIAE inh – human SIAE inhibition, primary screen; 0.69% of 370,000 active; inhibition, % at 9.66 µM; SIAE FP-Rh probe binding, fluorescence polarization; Q9HAT2; AID 1053197;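 active = inhibition above a cutoff: mean of compounds within the control limits plus 3 SD of those, cut at about 17% in these data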;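 note: 0% = plate median of compound wells and 100% = probe without SIAE protein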
# An asterisk follows results filed as active; / = no result given.
SMILES,HTRA1 inhibitor,TDP2 inh,ABHD4 inh,LEDGF integ inh,Rev-erbA mod,PG9 Ab binder,PRMT1 inh,rCAG binder,TCR CD3 inh,SIAE inh
COCCN1CCn2c(nc3cc([N+](=O)[O-])ccc32)C1,4,-1,1,4,-13,-0.2,3,3,-1,-3
COCCN(C(=O)Cc1cccs1)C(C(=O)NCc1ccc(OC)cc1)c1ccc(C)cc1 (stereo unspecified),-11,0,-7,-3,5,-1.1,2,-10,-6,-4
COc1ccc(-n2nc3ccc(NS(C)(=O)=O)cc3n2)cc1Cl,-16,6,-6,4,23*,4.5,-2,18,2,1
Brc1cccc(-c2nnc3sc(CNC4CCCC4)cn23)c1,0,5,1,4,-9,-1.1,0,1,7,-1
CS(=O)(=O)N1CCC(C(=O)N2CCN(c3ccccc3F)CC2)CC1,4,5,5,-4,4,-0.1,0,-1,1,-2
CNc1nnc(SCC(=O)c2c(N)n(C3CC3)c(=O)[nH]c2=O)s1,3,3,-2,0,-2,-4.1,1,-10,-3,-6
CN(C(=O)C1CCN(S(=O)(=O)c2ccccc2)CC1)c1c(N)n(Cc2ccccc2)c(=O)[nH]c1=O,-1,-4,-2,-3,3,0.1,1,-2,3,10
Cc1cc(Cl)ccc1NC(=O)COC(=O)c1c(C)noc1C,-8,8,5,0,-5,0.7,0,3,4,1
Nc1ncc([N+](=O)[O-])c(Oc2ccccc2F)n1,0,1,6,2,-6,-0.1,-1,-3,6,4
Cc1ccc(-c2noc(CNC(=O)c3ccc4c(c3)OCO4)n2)cc1,-8,-1,-8,6,6,-1.5,-9,3,3,-7
O=C(COc1ccccc1[N+](=O)[O-])N1CCN(c2ccccn2)CC1,-1,-15,-4,2,6,-1.0,-4,0,4,4
Cc1cc(C)n2nc(-c3sccc3-n3cccc3)cc2n1,-12,10,-1,-4,2,-2.5,1,-2,1,-1
COc1ccc(-c2cc(=O)c3cc(OC)ccc3o2)cc1,1,6,-3,3,7,1.2,-2,0,2,-3
CC1(C)NC(=O)N(CC(=O)OCC(=O)NC(=O)c2ccccc2)C1=O,2,-6,11,1,6,0.7,3,-3,-2,1
O=C(NCc1ccc(F)cc1)C1CCCN(C(=O)NCc2ccccc2)C1 (stereo unspecified),5,0,-22,-6,4,-1.6,7,-3,-1,-9
O=C(O)c1ccc(/C=N/NC(=O)c2cc3ccccc3cc2O)cc1,42*,2,31*,-4,3,-2.4,7,47*,1,13
Cn1c(C(=O)N2CCN(c3ccccc3)CC2)cc2cc(Cl)ccc21,6,-18,-2,0,-3,-0.9,-4,0,1,6
CC(C)CNC(=O)C1CCN(S(=O)(=O)c2ccc3c(c2)OCCO3)CC1,2,12,-4,4,-8,-2.2,-2,-4,3,7
COc1ccccc1C(=O)NCCC(=O)N1CCCCCCC1,0,4,1,3,-6,-0.4,0,-4,1,2
C[C@H]1CN([C@@H](C)CO)C(=O)CCCn2nncc2CO[C@H]1CN(C)S(=O)(=O)c1ccc2c(c1)OCCCO2,-1,-4,-6,-1,-1,0.4,8,2,-4,-2
C[C@@H]1CN([C@@H](C)CO)C(=O)CCCn2nncc2CO[C@H]1CN(C)C(=O)Cc1ccccc1,-5,1,0,1,-2,-0.7,-3,1,4,2
O=C(CSCc1ccccc1)N1CCN(c2ccccc2)CC1,4,2,7,-3,-2,-1.2,-2,-4,5,-6
Cc1occc1C(=O)N(C)CC1CCCN(CCc2ccc(Cl)cc2)C1 (stereo unspecified),-1,8,0,0,-10,-0.7,-2,-2,7,0
O=C(CN1C(=O)S/C(=C/c2ccncc2)C1=O)Nc1ccccc1,-1,-1,6,-2,6,1.6,8,-1,7,1
CNC(=O)Cn1ncc2c(C)n(Cc3ccc(C)cc3)c(C)c2c1=O,-1,11,-11,0,4,-0.2,-2,0,-3,-1
CS(=O)(=O)N1CC2CCCN2c2ccc(C(F)(F)F)cc21 (stereo unspecified),-2,-5,-2,0,-3,0.3,-2,-3,5,6
CCOc1ccc(CC(=O)NNC(=S)NC)cc1Br,/,4,-2,-1,-5,-1.5,-6,0,0,8
COc1ccc(CNC(=O)[C@@H]2CC=C[C@@H]3CCN(Cc4ccccc4)C(=O)[C@@H]32)cc1,-4,-2,-2,4,-4,-0.4,2,-2,-3,4
COc1cc(OC)c(NC(=S)NCc2ccc(F)cc2)cc1Cl,-2,1,-1,-1,3,1.4,3,4,-5,-1
CC(C)c1ccc(OCC(=O)NC(Cc2c[nH]c3ccccc23)C(=O)O)cc1 (stereo unspecified),4,4,-3,1,3,-1.5,-2,1,9,6
CCC(CC)c1nnc(NC(=O)CN2C(=O)C3C4C=CC(C4)C3C2=O)s1 (stereo unspecified),2,1,-2,0,-1,-0.8,2,-2,5,2
CCOC(=O)N1CCN(C(=O)CSc2ccc3nnc(-c4ccccn4)n3n2)CC1,4,4,1,3,1,-2.3,-2,-1,-4,4
COc1ccc(-c2nc3cc(C)c(Br)c(C)n3c2Cc2ccsc2)cc1OC,/,10,3,0,-6,-1.4,7,12,-1,-2
Cn1c(=O)n(Cc2ccccc2)c(=O)c2c1nc1n2CCCN1Cc1ccccc1,2,4,5,2,-3,0.2,3,-5,1,5
COc1cccc(CNc2ccc(S(N)(=O)=O)cc2)c1OCc1ccccc1F,-17,4,-11,-2,4,-0.1,-1,4,-3,-5
COc1cc(C=O)ccc1OCCSc1ccc(Cl)cc1,-29,-14,-17,2,-2,-1.5,-1,-4,-3,-1
O=C(CCC(=O)c1cccs1)NC(c1ccccc1)c1ccccc1,0,-12,-7,-1,0,0.3,1,4,-2,-6
CCCC(=O)NC(c1ccc(OC)c(OC)c1)c1c(O)ccc2ccccc12 (stereo unspecified),-1,4,-1,0,-5,-2.2,0,0,7,6
COc1ccccc1NC(=O)Nc1sccc1-c1nc2ccccc2s1,/,18,-27,0,-4,-1.3,4,23,-5,-15
N#CC1=C(SCC(=O)Nc2cccc3cccnc23)NC(=O)C(C#N)C12CCCCC2 (stereo unspecified),-7,3,0,-1,-13,-0.7,3,48*,6,-3
Cn1cc(-c2ccccc2)cc(C#N)c1=O,7,-7,-3,-1,-7,-1.0,-2,-1,-7,-4
CCN(CC)CCCNC(=O)CSc1nc(-c2cccs2)cc(C(F)(F)F)n1,0,0,-2,0,1,-2.1,0,-4,0,0
Cc1ccccc1OCC(=O)N/N=C/c1cn(C)c2ccccc12,-5,-4,-3,-5,15,-1.8,1,10,4,2
CC(=O)Nc1ccc(SC(C)C(=O)NC2CCCC2)cc1 (stereo unspecified),-4,8,0,-3,2,0.8,2,0,9,9
NCc1csc(NC(=O)Nc2cccc(Cl)c2)n1,/,-9,6,3,-5,1.0,-4,35*,-1,0
CCCCn1ccnc1C(=O)c1ccc(S(=O)(=O)N(CCOC)CCOC)cc1,-2,-10,-3,-1,6,2.2,4,-2,1,-4
CC(=O)Nc1ccc(S(=O)(=O)N=S(C)C)cc1,3,-8,0,-1,-1,-2.8,-1,0,4,3
O=C1C2C3CCC(C3NCc3ccccc3)C2C(=O)N1Cc1ccccc1 (stereo unspecified),-16,11,-1,4,-2,0.6,2,1,1,-2
O=C(CCSc1nc(-c2ccccc2)c(-c2ccccc2)o1)N1CCCCC1,-43,-7,-5,0,15,-0.2,1,4,-4,-3
O=C(CSc1ncccn1)Nc1ccccc1,4,3,-1,-3,1,-1.9,-1,4,-9,-3
O=C(NCN1CCN(c2ccccc2F)CC1)c1ccccc1,3,5,6,-4,-3,0.6,0,-2,4,3
COC(=O)C1=C(C)N(C)C(=NCc2cccc(C(F)(F)F)c2)NC1c1cccc(F)c1 (stereo unspecified),/,-3,4,-1,5,-0.5,0,8,3,4
Cc1ccc(S(=O)(=O)N(Cc2ccc(Cl)cc2)c2ccccc2C(=O)NCc2cccnc2)cc1,-28,0,3,1,-3,-2.7,-4,-6,6,-4
CC(NC(=O)CN(c1cccc(C(F)(F)F)c1)S(=O)(=O)c1ccc(Cl)c([N+](=O)[O-])c1)c1ccccc1 (stereo unspecified),-25,-5,-3,1,2,-1.7,-1,10,-1,6
Cc1ccc(-n2c(=S)[nH]c3[nH]ncc3c2=O)cc1,5,-4,4,9,0,-1.3,1,-1,4,2
Cc1cccc(NC(=O)CSc2nc3ccccc3nc2N2CCCCC2)c1,-10,3,-4,-3,1,0.4,-3,4,0,-16
CCN(CC)c1nc2cc(OC)ccc2cc1C#N,-13,-2,-1,-1,0,-0.2,2,-3,6,-1
COc1ccc(Cl)cc1-n1c(=S)sc2c(=O)[nH]c(SCC(=O)C(C)(C)C)nc21,-22,4,-12,3,13,-1.2,0,84*,1,-3
O=C(CSc1nnc(NC(=O)c2ccco2)s1)Nc1ccccc1Cl,-3,-8,0,-8,4,-1.4,6,2,-2,-1
CCOC(=O)c1c[nH]c2ccc3ccccc3c2c1=O,-7,-6,6,-3,7,-0.7,1,5,11,-7

# Part of the list above, as tab-separated lines:
Structure	HTRA1 inhibitor	TDP2 inh	ABHD4 inh	LEDGF integ inh	Rev-erbA mod	PG9 Ab binder	PRMT1 inh	rCAG binder	TCR CD3 inh	SIAE inh
COc1cc(C=O)ccc1OCCSc1ccc(Cl)cc1	-29	-14	-17	2	-2	-1.5	-1	-4	-3	-1
O=C(CSc1ncccn1)Nc1ccccc1	4	3	-1	-3	1	-1.9	-1	4	-9	-3
COc1cc(OC)c(NC(=S)NCc2ccc(F)cc2)cc1Cl	-2	1	-1	-1	3	1.4	3	4	-5	-1
CS(=O)(=O)N1CC2CCCN2c2ccc(C(F)(F)F)cc21 (stereo unspecified)	-2	-5	-2	0	-3	0.3	-2	-3	5	6

# The list continues.
SMILES,HTRA1 inhibitor,TDP2 inh,ABHD4 inh,LEDGF integ inh,Rev-erbA mod,PG9 Ab binder,PRMT1 inh,rCAG binder,TCR CD3 inh,SIAE inh
COc1ccc2nc3n(c(=O)c2c1)-c1ccc(Cl)cc1C(=O)NC3Cc1ccccc1 (stereo unspecified),/,3,-10,2,-4,1.0,3,7,-1,-3
Cc1nn(C)c(C)c1NS(=O)(=O)c1ccc(Cl)s1,8,-9,3,-6,-5,1.7,2,1,-5,4
O=C(OCc1cn(Cc2cccc(Cl)c2)nn1)N1CCCC1,/,-6,-1,-2,0,/,0,2,/,-9
Cc1cccc(NC2=NC(C)(C)N=C(N)N2)c1,3,-7,4,-1,1,-3.6,-5,-2,10,-2
CN(C)C(=O)c1ccc(Cc2cn(C)c3ccccc23)nc1,/,3,9,-3,3,-3.1,8,2,-1,13
COc1ccccc1CNC(=O)CCCc1nnc2n(C)c(=O)c3sccc3n12,1,-6,0,3,-4,-1.5,-1,-1,0,-1
CCc1nc2ccccc2c(=O)n1NCCc1ccccc1,1,2,-6,-3,3,-0.6,-1,-2,-2,6
CCOc1[nH]n(-c2ccccc2)c(=O)c1C=Nc1ccc(C(=O)OC)cc1,1,10,-4,1,5,-0.9,2,2,3,1
CC1CC(C)(C)Nc2ccc(N=O)cc21 (stereo unspecified),7,-4,4,1,4,-19,0,-6,-1,6

# Only part of the results is shown; the hit share may differ from the screen's.
